COUP-TFII inh – NR2F2 transcriptional activity inhibitors, primary screen, cell-based, luciferase reporter, HEK293T, luminescence. COUP transcription factor 2 (Homo sapiens), P24468. HEK293T NGFI-A luciferase reporter. inhibition, % at 8.6 µM. 0.7% of 370,000 active. AID 686940, 2013;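 active = inhibition above a per-plate cutoff, mean inhibition of test wells between control levels plus 3 SD, cut at about 38% in these data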;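 note: cells cotransfected with COUP-TFII expression vector driving the NGFI-A reporter; 0% = median of COUP-TF2 test wells and 100% = reporter-only cells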
Target sequence (P24468 whole entry, looked up): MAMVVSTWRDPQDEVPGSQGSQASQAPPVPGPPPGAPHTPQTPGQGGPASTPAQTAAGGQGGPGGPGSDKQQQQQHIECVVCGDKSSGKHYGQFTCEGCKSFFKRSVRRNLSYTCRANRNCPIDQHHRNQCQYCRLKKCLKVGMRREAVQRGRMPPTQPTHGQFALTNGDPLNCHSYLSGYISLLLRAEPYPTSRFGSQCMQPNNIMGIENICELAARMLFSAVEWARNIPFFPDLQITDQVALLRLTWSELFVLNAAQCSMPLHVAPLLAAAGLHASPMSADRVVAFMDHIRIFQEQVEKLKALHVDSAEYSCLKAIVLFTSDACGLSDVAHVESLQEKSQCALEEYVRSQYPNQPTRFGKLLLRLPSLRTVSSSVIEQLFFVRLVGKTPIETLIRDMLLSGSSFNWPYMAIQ
NR5A2 inv ag – LRH-1 (NR5A2) inverse agonists, primary screen, cell-based, luminescence, HEK293T, StAR-luciferase reporter; Nuclear receptor subfamily 5 group A member 2 (Homo sapiens), O00482; 0.13% of 360,000 active; LRH-1 transfected, 24 h; AID 602396, 2012; inhibition, % at 3.6 µM;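 active = inhibition above the mean inhibition of all tested compounds plus 3 SD, cut at about 73% in these data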;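 note: 0% = DMSO wells and 100% = reporter-only cells lacking LRH-1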
TROY NFkB inh – inhibitors of TROY-driven NF-kB signaling, primary screen, Q293 LMP1-TROYcd cells, NF-kB luciferase, uHTS | inhibition, % at 10 µM | AID 1347056, 2019 | 0.98% of 360,000 active | Q293 LMP1-TROYcd NF-kB luciferase reporter, 4 h;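 active = compounds whose plate-normalised and pattern-corrected inhibition of the luciferase reporter signal at the single screening dose is 50% or more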
CF NFkB block – inhibitors of PAF-induced NF-kB signaling, primary screen, cell-based, GFP fluorescence, uHTS; KKLEB NF-kB-GFP reporter, GFP fluorescence overnight; inhibition, % at 5 µM; 0.86% of 360,000 active; AID 588850, 2011;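 active = at least 50% inhibition at 5 µM, scaled per plate between neutral and stimulator controls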;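 note: PAF is a Pseudomonas aeruginosa culture filtrate used as stimulus; plate controls were PAF-stimulated DMSO wells for no effect and unstimulated DMSO wells for full effect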
SRC3 inh – SRC3 coactivator transcriptional activity inhibitors, primary screen, cell-based, luminescence; Nuclear receptor coactivator 3 (Homo sapiens), Q9Y6Q9; HEK293 GAL4-SRC3 luciferase reporter; inhibition, % at 3.6 µM; 0.17% of 360,000 active;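 active = inhibition above a per-campaign cutoff, the mean of all compounds plus 3 SD, cut at about 60% in these data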;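 note: 0% = DMSO-treated cells and 100% = gossypol-treated cells at 36 µM; higher means less SRC3-driven luciferase light from the GAL4 reporter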
TWEAK-Fn14 inh – inhibitors of TWEAK-Fn14 signaling, primary screen, luciferase reporter cells, uHTS. TWEAK-stimulated Fn14 reporter cells, luciferase luminescence, 8 h. inhibition, % at 10 µM. 2% of 360,000 active. AID 1159606, 2016; in the data active = inhibition above about 50%
LMP1 NFkB inh – EBV LMP1-driven NF-kappaB luciferase reporter inhibitors, primary screen, cell-based, luminescence, single point; LMP1-induced NF-kappaB luciferase reporter cells; inhibition, % at 12.5 µM; 0.69% of 350,000 active; AID 504558, 2011; in the data active = inhibition above about 41%;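 note: 0% = neutral control wells and 100% = reference inhibitor control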
SRC2 inh – inhibition of GAL4-SRC2 driven luciferase reporter, primary screen, SRC2 inhibitor project, cell-based, luminescence | Nuclear receptor coactivator 2 (Homo sapiens), Q15596 | HEK293 GAL4-SRC2 luciferase reporter | inhibition, % at 9 µM | 0.17% of 370,000 active | AID 651957, 2012;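 active = inhibition above the mean inhibition of all tested compounds plus 3 SD, set per campaign, cut at about 52% in these data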;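 note: 0% = DMSO treated cells and 100% = cells given Gossypol at 36 µM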
NCOA1 inh – SRC1 coactivator transcriptional activity inhibitors, primary screen, cell-based, luminescence. inhibition, % at 3.6 µM. AID 588354, 2011. Nuclear receptor coactivator 1 (Homo sapiens), Q15788. 0.12% of 360,000 active. HEK293 GAL4-SRC1 luciferase reporter;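 active = inhibition above the campaign mean plus 3 SD, with each screening campaign given its own cutoff, cut at about 60% in these data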;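 note: 0% = DMSO treated cells and 100% = gossypol at 36 µM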
C8 TRAIL sens – viability loss with TRAIL in NB7+C8 cells, primary screen, TRAIL sensitizer project, cell-based, ATPlite luminescence. inhibition (viability loss, TRAIL sensitization), % at 10 µM. 1% of 360,000 active;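 active = compounds causing at least 50% loss of cell viability in the single-dose screen, relative to plate controls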
KKLEB tox – cytotoxicity in KKLEB CF airway cells, primary screen, cytotoxicity control for CF NF-kB inhibitor project, cell-based, uHTS, fluorescence assay plates | KKLEB CF airway cells viability, ATPlite luminescence, overnight; active compounds read low; cells stimulated with P. aeruginosa culture filtrate | activity change (cytotoxicity), % at 5 µM | 0.36% of 360,000 active | AID 602141, 2011;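 active = corrected activity change at or below -50% at 5 µM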
Numbers without * were called inactive.

[1] O=C(NN=C1CCCCCC1)c1cccs1
[2] Cc1ccccc1CC(=O)Nc1ccc(S(=O)(=O)N2CCOCC2)cc1
[3] Cc1c(C(=O)NCCn2ccc3ccccc32)cccc1[N+](=O)[O-]
[4] Cc1ccc(C(=O)N2C3=C(CCCC3)C(=O)NC23CCCCC3)cc1
[5] NC(=O)c1nsc(C(=O)N(CC(=O)NC2CCCC2)Cc2ccc3c(c2)OCO3)c1N
[6] CCC(C)C(=O)Nc1nnc(CCc2ccccc2)s1 (configuration not stated)
[7] O=C(CCc1ccccc1)NNC(=O)COc1ccccc1Cl
[8] Cc1nnc(SC(C)C(=O)Nc2ccc(Cl)cc2Cl)[nH]c1=O (configuration not stated)
[9] Cc1cccc(-c2c3c(=O)n(C)c(=O)n(C)c3cn2C2CCCCC2)c1
[10] COc1ccc(C(=O)Nc2nnc(C3=COCCO3)o2)cc1OC
[11] CC(C)Cn1nc(C(=O)OCC(=O)NCC(F)(F)F)c2ccccc2c1=O
[12] C[C@@H]1NC(=O)[C@@]2(C)[C@@H](c3ccccc3)[C@H]3COc4ccccc4[C@@H]3N2C1=O
Assay by compound,1,2,3,4,5,6,7,8,9,10,11,12
COUP-TFII inh,-46.3,-7.5,7.1,-5.0,6.3,-4.0,-8.0,-12.8,-8.2,-3.5,1.6,-6.0
NR5A2 inv ag,-169.8,-0.6,-3.1,-39.7,11.3,-10.0,20.5,4.0,9.8,-16.4,7.5,8.0
TROY NFkB inh,-44.0,7.1,-0.9,-0.9,-0.8,-30.1,-17.0,4.0,-2.2,-22.8,-7.6,-5.9
CF NFkB block,-24.1,1.5,7.2,17.1,3.3,7.5,-16.2,6.5,20.4,-9.8,1.4,-7.2
SRC3 inh,-89.3,2.6,2.7,10.0,17.5,6.0,-12.7,11.0,-10.3,11.4,13.9,-11.9
TWEAK-Fn14 inh,-12.7,-6.4,20.4,8.8,4.5,-8.2,25.8,1.7,-10.5,3.8,6.0,9.9
LMP1 NFkB inh,1.9,4.3,0.6,3.0,-6.6,-21.7,2.7,3.1,-2.2,-0.1,0.8,-0.4
SRC2 inh,-81.4,3.7,-1.2,-35.4,-8.0,-19.6,-4.8,-14.4,-1.3,-25.4,-5.1,8.1
NCOA1 inh,-112.0,10.2,12.6,-31.9,5.6,0.3,-3.2,3.4,-5.8,-12.0,-12.0,-6.3
C8 TRAIL sens,3.6,2.7,3.7,1.7,-15.8,-14.8,-18.2,-1.8,10.7,-12.9,-4.7,9.1
KKLEB tox,20.4,-4.4,-3.8,-0.9,1.5,5.3,2.0,15.8,0.9,11.6,13.2,-3.0

An excerpt of these results, with two lines to a compound.
Results follow in this order: COUP-TFII inh	NR5A2 inv ag	TROY NFkB inh	CF NFkB block	SRC3 inh	TWEAK-Fn14 inh	LMP1 NFkB inh	SRC2 inh	NCOA1 inh	C8 TRAIL sens	KKLEB tox
[5] NC(=O)c1nsc(C(=O)N(CC(=O)NC2CCCC2)Cc2ccc3c(c2)OCO3)c1N
 : 6.3	11.3	-0.8	3.3	17.5	4.5	-6.6	-8.0	5.6	-15.8	1.5
[6] CCC(C)C(=O)Nc1nnc(CCc2ccccc2)s1 (configuration not stated)
 : -4.0	-10.0	-30.1	7.5	6.0	-8.2	-21.7	-19.6	0.3	-14.8	5.3
[7] O=C(CCc1ccccc1)NNC(=O)COc1ccccc1Cl
 : -8.0	20.5	-17.0	-16.2	-12.7	25.8	2.7	-4.8	-3.2	-18.2	2.0
[8] Cc1nnc(SC(C)C(=O)Nc2ccc(Cl)cc2Cl)[nH]c1=O (configuration not stated)
 : -12.8	4.0	4.0	6.5	11.0	1.7	3.1	-14.4	3.4	-1.8	15.8
[9] Cc1cccc(-c2c3c(=O)n(C)c(=O)n(C)c3cn2C2CCCCC2)c1
 : -8.2	9.8	-2.2	20.4	-10.3	-10.5	-2.2	-1.3	-5.8	10.7	0.9
[10] COc1ccc(C(=O)Nc2nnc(C3=COCCO3)o2)cc1OC
 : -3.5	-16.4	-22.8	-9.8	11.4	3.8	-0.1	-25.4	-12.0	-12.9	11.6
[11] CC(C)Cn1nc(C(=O)OCC(=O)NCC(F)(F)F)c2ccccc2c1=O
 : 1.6	7.5	-7.6	1.4	13.9	6.0	0.8	-5.1	-12.0	-4.7	13.2
[12] C[C@@H]1NC(=O)[C@@]2(C)[C@@H](c3ccccc3)[C@H]3COc4ccccc4[C@@H]3N2C1=O
 : -6.0	8.0	-5.9	-7.2	-11.9	9.9	-0.4	8.1	-6.3	9.1	-3.0

Source: PubChem
